Compound activity as filed in PubChem BioAssay.
AmpC no deterg: blocks E. coli AmpC beta-lactamase in detergent-free assay. P00811. Potency, µM (doses to about 57.1 µM), inactives show at the highest dose activity change, negative = inhibition, actives largely listed as inhibitors. AmpC nitrocefin hydrolysis, absorbance 480 nm, 0.0001% Triton. hit rate 0.52% among 330,000;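 also: potency is read from the fitted curve at half-maximal effect; plate controls were no compound for no effect and no enzyme for full effect; nearly all actives have a fitted effect of over 20% in size; some results filed as inactive show a strong effect at the top dose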
Target sequence (P00811 whole entry, looked up): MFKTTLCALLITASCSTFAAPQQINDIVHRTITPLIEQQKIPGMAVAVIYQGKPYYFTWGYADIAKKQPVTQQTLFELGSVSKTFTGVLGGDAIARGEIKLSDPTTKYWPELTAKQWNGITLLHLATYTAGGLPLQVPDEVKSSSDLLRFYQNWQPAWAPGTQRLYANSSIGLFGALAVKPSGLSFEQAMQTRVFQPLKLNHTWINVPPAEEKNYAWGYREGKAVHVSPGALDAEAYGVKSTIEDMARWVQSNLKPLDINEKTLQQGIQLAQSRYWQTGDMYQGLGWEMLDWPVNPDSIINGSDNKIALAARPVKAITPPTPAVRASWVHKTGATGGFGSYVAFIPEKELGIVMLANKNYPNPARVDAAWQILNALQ
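20 mM phosphate pH 7.0 + 0.01% (detergent screen) or 0.0001% Triton X-100; 5.3 nM AmpC reagent; cpd preinc 15 min RT; nitrocefin (800 uM stock) to start; A480 q20 s × 4 min; Activity was normalised to no-enzyme and no-compound control wells.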
HCV inhibitor: blocks hepatitis C virus; Potency, µM (top dose mostly 41.8 µM), inactives show at the highest dose activity change, negative = inhibition, most hits filed as inhibitors; hit rate 3.4% among 340,000; Huh7.5.1 HCVcc-Cre infection, luciferase reporter, 44 h; also: potency is read from the fitted curve at half-maximal effect
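Infectious HCV cell culture screen: compound-treated cells (1,000/well, pre-plated 4 h) are infected with HCVcc-Cre at roughly 0.5 moi and grown 44 h. Infection is quantified by luciferase signal after 15 min substrate incubation at room temperature.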
HCMV antiviral: inhibitors of human cytomegalovirus. HFF cells, HCMV-luciferase reporter, 72 h; hits give low values. activity change, negative = inhibition, % at 57.5 µM. hit rate 4.5% among 410,000; in the data active = activity change below about -60%; inconclusive = no clear call, values can overlap the other calls; inactive = above about -39%
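Luciferase read-out from HCMV-luciferase-infected HFFs (MOI 1 PFU/cell) 72 h post infection at 37C; compounds added after 16 h cell attachment; activity normalized between buffer-only basal and Salinomycin (10uM) inhibitor controls.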
AmpC inh detg: AmpC beta-lactamase inhibition with detergent present; P00811; AmpC hydrolysis of nitrocefin, absorbance 480 nm, 0.01% Triton; Potency, µM (top dose mostly 114 µM), for the others: at the highest dose activity change, negative = inhibition, usual class: inhibitors; hit rate 0.041% among 370,000;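 also: potency is read from the fitted curve at half-maximal effect; 0% = no-compound wells and -100% = no-enzyme wells; nearly all actives have a fitted effect of over 25% in size; some results filed as inactive show a strong effect at the top dose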
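20 mM phosphate pH 7.0 + 0.01% (detergent screen) or 0.0001% Triton X-100; 5.3 nM AmpC reagent; cpd preinc 15 min RT; nitrocefin (800 uM stock) to start; A480 q20 s × 4 min; Activity was normalised to no-enzyme and no-compound control wells.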
Sm TGR block: S. mansoni TGR enzyme inhibition. Q962Y6. purified TGR, DTNB reduction, TNB absorbance 405 nm. Potency, µM (top dose mostly 114 µM), for the others: top-dose activity change, negative = inhibition, usual class: inhibitors. hit rate 3% among 360,000. AID 485364; also: potency is read from the fitted curve at half-maximal effect; nearly all actives have a fitted effect of over 60% in size
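Kinetic colorimetric format: TGR-catalysed, NADPH-driven DTNB reduction monitored via TNB absorbance. Enzyme dispensed at 20 nM; compound exposure 15 min at room temperature before reaction start.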
Giardia FBPA inh: Giardia lamblia aldolase inhibition | purified Giardia FBPA | Potency, µM (doses to about 59.6 µM), without a hit: at the highest dose activity, negative = inhibition, most hits filed as inhibitors | hit rate 0.71% among 290,000 | AID 2451; also: potency is read from the fitted curve at half-maximal effect; nearly all actives have a fitted effect of over 55% in size
Target sequence (A8B2U2 whole entry, looked up): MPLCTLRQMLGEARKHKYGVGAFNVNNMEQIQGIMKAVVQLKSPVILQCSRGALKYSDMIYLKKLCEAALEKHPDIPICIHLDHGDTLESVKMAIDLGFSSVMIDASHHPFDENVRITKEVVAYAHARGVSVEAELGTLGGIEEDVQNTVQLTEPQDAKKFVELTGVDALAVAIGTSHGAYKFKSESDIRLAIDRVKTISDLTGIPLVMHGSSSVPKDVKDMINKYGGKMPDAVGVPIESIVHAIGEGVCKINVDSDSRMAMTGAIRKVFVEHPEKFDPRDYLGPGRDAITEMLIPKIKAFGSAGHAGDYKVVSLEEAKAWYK
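Giardia FBPA (40 nM reagent) was preincubated 10 min at RT with compound (up to 57.5 uM final), then substrate plus GAPDH/TPI/NAD/arsenate coupling system with diaphorase/resazurin was added; resorufin fluorescence (525/598 nm) was read after 20 min.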
The depositor's hits bear a star; u = inconclusive; x = not tested or not shown; & = joins results of further samples; [ ] = remark or other dose. Unless noted, calls follow the shape of the dose curve; as a rule, active = well fitted curve in the direction sought with a large enough effect; inconclusive = small, poorly fitted or top-dose-only effect, or another doubt; inactive = no such curve, though single readings can be large; an effect the other way counts as inactive or inconclusive. Unless noted, % is scaled to controls: 0 for no effect and ±100 for the full control effect.

[1] COc1ccc(C2CC(c3ccc(C)o3)=NN2C(C)=O)cc1 (centres undefined)
[2] Fc1ccc(CNc2cnccn2)cc1
[3] CCCc1n[nH]c2c1C(=O)CC(C)(C)C2
[4] COc1ncccc1C(=O)N1CCCC(C(=O)c2cc(F)ccc2F)C1 (centres undefined)
[5] CCOC(=O)c1cc(-c2ccccc2)n(CC(=O)NCc2ccccc2)c1C
[6] COc1ccc(-c2csc3ncnc(Nc4cccc(OC)c4)c23)cc1
[7] CCCS(=O)(=O)N1CCN(C(=O)c2ccco2)CC1
[8] O=C(CSc1nc2ccccc2c(=O)n1NC(=O)c1ccccc1)c1ccc(Cl)cc1
compound no.,1,2,3,4,5,6,7,8
AmpC no deterg,-19.1%,-38.7%,-8.3%,-5.2%,x,x,7.0%,-17.7%
HCV inhibitor,-9.0%,22.9%,7.5%,-26.1%,x,x,7.3%,0.2%
HCMV antiviral,-1.9,-12.6,9.1,10.5,0.0,u,-3.2,56.5
AmpC inh detg,-9.5%,-15.6%,-5.2%,8.5%,10.5%,8.6%,-15.6%,-14.7%
Sm TGR block,0.6%,-0.4%,5.2%,-4.7%,-2.1%,5.6%,-1.3%,-19.0%
Giardia FBPA inh,3.8%,4.7%,7.8%,2.3%,x,x,4.7%,3.4%

[9] CCN(CC1COc2ccccc2O1)C(=O)CN1C(=O)NC(C)(c2ccc(C)cc2)C1=O (centres undefined)
[10] O=C(c1cnc2n(c1=O)CCS2)N1CCN(c2ccccc2F)CC1
[11] CCOC(=O)c1cnc2c(Cl)cccc2c1NCCN(C)C
[12] Cc1ccc(N(CC(=O)NC(C)(C)C)C(=O)CS(=O)CC(=O)Nc2ccc(F)cc2)cc1 (centres undefined)
[13] CC(NC(=O)c1cnccn1)c1ccc(S(N)(=O)=O)cc1 (centres undefined)
[14] COc1cc(/C=N/NC(=O)CN(Cc2ccccc2)S(=O)(=O)c2ccc3c(c2)OCCO3)ccc1O
[15] CCN(CC)S(=O)(=O)c1ccc(NC(=O)CSc2nnc(-c3ccc(F)cc3)o2)cc1
[16] CC(=O)c1ccc(OC(C)C)c(CN2CCCCC2)c1
compound no.,9,10,11,12,13,14,15,16
AmpC no deterg,171.6%[activator],u,-2.1%,111.3%[activator],-18.7%,u,-21.1%,-42.7%
HCV inhibitor,u,16.6%,u,4.9%,-2.0%,u,-18.1%&-27.4%,8.6%
HCMV antiviral,-3.0,11.8,34.6,8.2,0.0,-16.6,8.6,-14.5
AmpC inh detg,-1.1%,2.6%,u,-6.8%,-7.4%,-18.8%,13.8%,1.6%
Sm TGR block,2.2%,25.5%,3.4%,u,5.9%,-11.2%,7.8%,u
Giardia FBPA inh,x,0.3%,1.4%,1.5%,-2.7%,-2.1%,5.4%,-2.7%

Compounds above that contain a Cl atom, in the order listed:
[8] O=C(CSc1nc2ccccc2c(=O)n1NC(=O)c1ccccc1)c1ccc(Cl)cc1
[11] CCOC(=O)c1cnc2c(Cl)cccc2c1NCCN(C)C
compound no.,8,11
AmpC no deterg,-17.7%,-2.1%
HCV inhibitor,0.2%,u
HCMV antiviral,56.5,34.6
AmpC inh detg,-14.7%,u
Sm TGR block,-19.0%,3.4%
Giardia FBPA inh,3.4%,1.4%

Later entries.
[17] O=C(Cn1c(=O)oc2cccnc21)Nc1ccc(C(F)(F)F)cc1
[18] CCc1cccc(C)c1NC(=O)CCCN1C(=O)C(c2ccccc2)Oc2cccnc21 (centres undefined)
[19] O=C(c1cc2ccccc2o1)N1CCN(S(=O)(=O)c2c(F)cccc2F)CC1
[20] CCOc1cc(C(=S)N2CCOCC2)ccc1OS(=O)(=O)c1ccccc1[N+](=O)[O-]
[21] COc1c2ccc(C(=O)NCc3cc(C(F)(F)F)cc(C(F)(F)F)c3)cc2nn1C
[22] CNC(=O)Nc1ccc(Cn2cc(C(F)(F)F)ccc2=O)cc1
[23] CC(=O)Nc1ccc([C@H]2[C@H](C)CC[C@H]3C(=O)N4[C@@H](CC[C@@H](C)[C@@H]4c4ccc(NC(C)=O)cc4)C(=O)N32)cc1
[24] O=C(CSc1n[nH]c(=O)[nH]c1=O)N/N=C/C=C/c1ccccc1
compound no.,17,18,19,20,21,22,23,24
AmpC no deterg,-5.0%,x,-14.0%,-37.6%,u,-1.9%,-43.1%,-26.9%
HCV inhibitor,7.3%,x,8.0%,-4.4%,u,7.2%,2.8%[8.37 µM],22.0%
HCMV antiviral,-17.0,-11.1,0.0,u,-15.9,16.5,x,-27.0
AmpC inh detg,9.1%,18.0%,-4.8%,-1.7%,1.3%,-7.1%,u,5.9%
Sm TGR block,10.7%,0.4%,-2.9%,0.2%,-4.1%,-5.8%,0.3%,0.7%
Giardia FBPA inh,3.5%,x,x,-4.1%,-0.2%,3.8%,4.4%,-3.7%

[25] CCOC(=O)c1[nH]c(C)c(C(=O)NC(C)(C)C)c1C
[26] Cc1ccc2c(c1)N(CC(=O)NC1CCCC1)C(=O)C(C)O2 (centres undefined)
[27] CCOC(=O)CCSc1nc(C)c2cc(OC)ccc2n1
[28] Cc1ccc2[nH]c(=O)c(CN(Cc3ccco3)C(=O)N3CCOCC3)cc2c1
[29] S=c1[nH]ncn1NCc1ccc(Cl)cc1Cl
[30] Cc1cccc(C)c1N1C(=O)c2cccc([N+](=O)[O-])c2C1=O
[31] O=C1c2ccccc2C(=O)N1CCCCN(C(=O)c1cc([N+](=O)[O-])cc([N+](=O)[O-])c1)c1ccc(Cl)cc1
[32] CN(C)Cc1c(C(=O)N/N=C/c2cccc(OCc3ccccc3)c2)nnn1-c1nonc1N
compound no.,25,26,27,28,29,30,31,32
AmpC no deterg,-5.9%,-4.1%,29.6%,31.9%,-24.8%,-7.4%,-49.4%,-8.6%
HCV inhibitor,7.3%,6.1%,-19.8%,-2.3%,-2.6%,13.3%,u,7.2%
HCMV antiviral,1.3,35.7,-3.0,-38.6,-37.8,-62.7*,u,-12.8
AmpC inh detg,u,1.2%,u,1.9%,7.4%,-9.8%,u,-4.9%
Sm TGR block,21.6%,9.3%,5.0%,u,6.6%,-20.1%,-11.0%,14.0%
Giardia FBPA inh,0.0%,x,-13.0%,1.8%,-9.6%,25.5%,-2.5%,-15.1%

[33] COCCCNS(=O)(=O)c1ccc(OC)c(Cl)c1Cl
[34] CCNc1sc(S(C)(=O)=O)nc1S(=O)(=O)c1ccc(Cl)cc1
[35] COc1ccc(CN2CCOCC2)cc1Br
[36] Cc1cc(=O)oc(C)c1C(=O)Nc1cccc2ccccc12
[37] CCOc1ccc(OCC)c(NS(=O)(=O)c2ccc3c(c2)CCCN3C(C)=O)c1
[38] CC1CCc2c(sc3nc(-c4cc5cc(Br)ccc5oc4=O)[nH]c(=O)c23)C1 (centres undefined)
[39] CCN(C(=O)COC(=O)CCCN1C(=O)c2cccc3cccc(c23)C1=O)C1CCS(=O)(=O)C1 (centres undefined)
[40] O=C(CSc1ncnc2[nH]ncc12)Nc1cccc(Oc2ccccc2)c1
compound no.,33,34,35,36,37,38,39,40
AmpC no deterg,-8.6%,-10.3%,-11.0%,-16.1%,x,x,87.8%[activator],-35.8%
HCV inhibitor,-3.8%,-22.2%,2.0%,7.1%,x,x,8.5%,-22.7%
HCMV antiviral,12.6,3.4,32.6,18.8,-0.3,u,-26.8,-27.8
AmpC inh detg,-12.3%,-7.6%,-7.6%,-14.7%,1.4%,14.4%,-12.9%,-0.3%
Sm TGR block,-6.7%,1.2%,0.0%,3.0%,1.2%,4.7%,-12.7%,-1.0%
Giardia FBPA inh,8.7%,-9.1%,3.7%,-1.5%,x,x,x,-0.9%

[41] COC(=O)c1[nH]c2cc(C)ccc2c1NC(=O)CN1CCc2cc(OC)c(OC)cc2C1
[42] COc1ccc(CN2CCn3nc(C(=O)NC(C)C)cc3C2=O)cc1
[43] CCN1C[C@@H]2[C@@H]3C(=O)N(Cc4ccccc4)C(=O)[C@@H]3[C@](Cc3ccccc3)(C(=O)OC)N2C1=NC
[44] C[C@@H](NC(=O)c1nc[nH]c1C(=O)N[C@H](C)c1ccccc1)c1ccccc1
[45] COc1ccc(CCNC(=O)COC(=O)c2cnc(C)cn2)cc1
[46] COC(=O)c1ccc(NC(=O)CN2CCN(c3ccc(Cl)cc3)CC2)cc1
[47] Brc1ccc2nc3c(n2c1)CCCC3
[48] CCc1ccccc1N1C[C@@]23C=C[C@@H](O2)C(C(=O)OCC(C)C)[C@H]3C1=O (some centres undefined)
compound no.,41,42,43,44,45,46,47,48
AmpC no deterg,120.1%[activator],2.2%[2.29 µM],-2.3%,12.4%,-20.7%,9.0%,3.6%,-1.3%
HCV inhibitor,u,13.0%,3.6%[8.37 µM],u,11.5%,15.3%,u,-11.1%
HCMV antiviral,x,11.2,-3.2,-6.5,x,3.5&2.9,-35.1,8.1
AmpC inh detg,-1.7%,-0.3%,x,0.6%,-5.1%,-6.2%&9.1%,-11.7%,u
Sm TGR block,-10.7%,2.0%,x,1.5%,11.2%,-1.8%&-5.1%,2.2%,-20.1%[11.4 µM]
Giardia FBPA inh,-0.6%,2.4%,x,x,5.4%,-8.3%,-1.2%,-0.3%

Given with values under each structure: part of the list above
Each structure is followed by: AmpC no deterg | HCV inhibitor | HCMV antiviral | AmpC inh detg | Sm TGR block | Giardia FBPA inh
[45] COc1ccc(CCNC(=O)COC(=O)c2cnc(C)cn2)cc1
  -20.7% | 11.5% | x | -5.1% | 11.2% | 5.4%
[46] COC(=O)c1ccc(NC(=O)CN2CCN(c3ccc(Cl)cc3)CC2)cc1
  9.0% | 15.3% | 3.5&2.9 | -6.2%&9.1% | -1.8%&-5.1% | -8.3%

The listing continues.
[49] O=C(NC1CC1)C1=C[C@@H](c2ccc3c(c2)OCO3)C[C@@H](OCc2ccc(CO)cc2)O1
[50] COc1ccc(C(CC(=O)O)NC(=O)COc2ccccc2)cc1 (centres undefined)
[51] CCN1CCN(S(=O)(=O)c2ccc(Oc3ccccc3OC)cc2)CC1
[52] CC(C)Sc1nnc(SCC(=O)N(C)C2CCS(=O)(=O)C2)s1 (centres undefined)
[53] COc1ccccc1CNC(=O)COc1cccc(-n2cnnn2)c1
[54] O=C(CSc1nc2ccccc2c(=O)n1CC1CCCO1)NCc1ccc2c(c1)OCO2 (centres undefined)
[55] COc1cccc(N2CCN(C(=O)C3Cc4ccccc4N3C(C)=O)CC2)c1 (centres undefined)
[56] CCN1C(=O)N[C@@H](c2ccco2)C(C(=O)OC)=C1C
[57] C=Cn1cc[n+](CC(=O)c2ccc(Cl)c(Cl)c2)c1
[58] COc1ccc(CNCCc2ccc(Cl)cc2)c(OC)c1OC
compound no.,49,50,51,52,53,54,55,56,57,58
AmpC no deterg,51.6%,-13.4%,76.1%[activator],-6.7%,-11.2%,-21.6%,x,x,-7.4%,0.4%
HCV inhibitor,-10.5%,6.1%,u,8.0%,3.5%,-9.3%,x,10.2%,10.7%,u
HCMV antiviral,-4.7,-17.6,-0.4,-17.7,-6.1,26.5,19.2,-0.3,-15.2,24.4
AmpC inh detg,-1.4%,-0.2%,-8.7%,-16.3%,-12.3%,1.4%,-12.6%,x,-2.2%,-11.2%
Sm TGR block,-20.4%,0.0%,11.5%,4.0%,1.1%,-14.2%,-6.3%,x,1.6%,15.8%
Giardia FBPA inh,6.2%,7.6%,4.7%,x,x,-5.8%,x,-4.4%[12.9 µM],11.8%,-22.2%
